# PrPC surface inh: inhibitors of human cell surface prion protein PrPC, primary screen, cell-based, TR-FRET | inhibition, % at 13.8 µM | Major prion protein (Homo sapiens), P04156 | 370,000 tested, 0.43% active | TR-FRET read-out; in the data active = inhibition above about 24%; note: 0% = median of the test wells and 100% = reference compound wells
# SARS 3CLpro inh: SARS-CoV 3CLpro protease inhibitors, primary screen, biochemical, quenched FRET | 290,000 tested, 0.14% active | recombinant SARS-CoV 3CLpro, quenched FRET peptide cleavage | inhibition, % at 6 µM | AID 1706, 2009; in the data active = inhibition above about 12%
# VHR inh abs: VHR1 phosphatase inhibitors, primary screen, biochemical, absorbance, uHTS; Dual specificity protein phosphatase 3 (Homo sapiens), P51452; recombinant VHR phosphatase, pNPP absorbance; inhibition, % at 13.3 µM; 290,000 tested, 0.52% active; AID 1654, 2009; in the data active = inhibition above about 50%; note: some compounds called inactive have numbers as strong as hits
# Target sequence (P51452 whole entry, looked up): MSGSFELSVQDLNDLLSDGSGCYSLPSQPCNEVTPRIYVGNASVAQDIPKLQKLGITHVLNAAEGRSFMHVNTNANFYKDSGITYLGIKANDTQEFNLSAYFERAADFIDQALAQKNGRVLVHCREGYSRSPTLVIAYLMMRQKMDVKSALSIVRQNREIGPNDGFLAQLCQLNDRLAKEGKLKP
# Yp Topo-I inh: Yersinia pestis topoisomerase I inhibitors, primary screen, biochemical, cleavage product accumulation, plate reader, single point | Y. pestis Topo-I cleavage product accumulation | activity, % at 10 µM | 360,000 tested, 0.064% active | AID 504884, 2011; in the data active = activity above about 50%, passing the limit was not always enough; note: inactives centre near 2
# Rv3671c protease: Rv3671c serine protease inhibitors, primary screen, biochemical, fluorescence polarization, M. tuberculosis H37Rv; P9WHR9; inhibition, % at 5.96 µM; 320,000 tested, 0.048% active; in the data active = inhibition above about 38%;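 note: extracellular domain of Rv3671c used as enzyme; 0% = enzyme with DMSO and 100% = no enzyme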
# Target sequence (P9WHR9 whole entry, looked up, the tested form may be a part): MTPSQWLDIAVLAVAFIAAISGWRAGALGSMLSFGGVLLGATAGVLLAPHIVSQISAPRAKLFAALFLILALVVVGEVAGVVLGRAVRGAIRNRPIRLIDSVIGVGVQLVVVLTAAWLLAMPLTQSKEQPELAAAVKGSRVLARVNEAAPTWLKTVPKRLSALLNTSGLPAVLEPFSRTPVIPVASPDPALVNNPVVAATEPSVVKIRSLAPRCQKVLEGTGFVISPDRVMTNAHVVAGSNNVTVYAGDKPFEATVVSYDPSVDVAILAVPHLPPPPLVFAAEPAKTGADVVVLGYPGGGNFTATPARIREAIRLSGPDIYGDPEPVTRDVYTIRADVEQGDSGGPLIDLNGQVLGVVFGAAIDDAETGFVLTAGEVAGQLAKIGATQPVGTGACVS
# CCHF vOTU inh: CCHFV vOTU protease inhibitors, primary screen, biochemical, Pep-AMC substrate, fluorescence. inhibition, % at 11.5 µM. Crimean-Congo hemorrhagic fever virus L polyprotein viral ovarian tumor (vOTU) protease …. 370,000 tested, 0.55% active. AID 651958, 2012; in the data active = inhibition above about 30%; note: 0% = vehicle wells with enzyme and 100% = no enzyme wells
# TcdB inh: TcdB glycohydrolase inhibitors, primary screen, biochemical, single point, plate reader | TcdB glycohydrolase enzymatic assay | 350,000 tested, 0.24% active | Toxin B (Clostridioides difficile), P18177 | inhibition, % at 9.99 µM; in the data active = inhibition above about 10%
# PriA SSB inh: inhibitors of Klebsiella pneumoniae PriA binding to SSB C-terminal tail, primary screen, biochemical, AlphaScreen; PriA–SSB C-terminal tail interaction (Klebsiella pneumoniae); AlphaScreen SSBct-PriA binding, biotinylated peptide; inhibition, % at 33 µM; 430,000 tested, 0.6% active; in the data active = inhibition mostly above about 37%, no sharp cut-off; inactive = mostly below about 20%;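 note: plate controls were negative control peptide for no effect and reference peptide for full effect; strong numbers were not always called active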
# MazF activator: activators of E. coli MazEF toxin-antitoxin RNase, primary screen, biochemical, fluorescence, uHTS. activation, % at 20 µM. FAM/BHQ RNA-DNA oligo cleavage fluorescence, 5 h. AID 504720, 2011. 350,000 tested, 0.32% active. Endoribonuclease toxin MazF (Escherichia coli (strain K12)), P0AE70; in the data active = activation above about 50%
# Target sequence (P0AE70 whole entry, looked up): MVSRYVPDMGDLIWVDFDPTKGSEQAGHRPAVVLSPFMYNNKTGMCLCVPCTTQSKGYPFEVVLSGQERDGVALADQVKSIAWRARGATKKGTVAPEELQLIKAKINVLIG
# Vc quorum ag: inducers of Vibrio cholerae quorum light production without autoinducers, primary screen, BH1578 luxS cqsA deficient, single point | V. cholerae BH1578 lux reporter, luminescence, 6 h | activation, % at 18.7 µM | 350,000 tested, 0.16% active; in the data active = activation mostly above about 9.7%, no sharp cut-off; note: not every result past the cut was called active; inactives centre near 0; reference of the scale not given here
# An asterisk follows results filed as active; i = inactive; x = no result given; & = joins results of further samples; ! = repeats disagree. This is a subset (hit frequency here may not be typical).
SMILES,PrPC surface inh,SARS 3CLpro inh,VHR inh abs,Yp Topo-I inh,Rv3671c protease,CCHF vOTU inh,TcdB inh,PriA SSB inh,MazF activator,Vc quorum ag
CC(=O)Nc1ccc(NC(=O)c2cc(-c3cc(C)cc(C)c3O)n[nH]2)cc1,-5,1,20,-9,-45,-17,0.5,-3,8,-0.1
CC1C(C#N)=C(SCC(N)=O)NC2=C1C(=O)CC(C)(C)C2 (stereo unspecified),12,3,-5,4,5,-12,0.4,-13,6,3.0
N#Cc1c(N)c(C#N)c(-c2ccc3c(c2)OCO3)c2c1CCCC2,5,x,8,-12,6,-6,x,-12,27,-0.9
CC(C)NCCOCCOc1ccccc1F,-1,3,-2,-5,7,14,x,-3,-2,-6.2
O=C(CCCCCn1c(=O)[nH]c2ccsc2c1=O)NCc1ccc2c(c1)OCO2,-3,-4,31,-5,1,-2,x,8,7,i
COC(=O)[C@H](Cc1c[nH]c2ccccc12)NCc1cccc(B(O)O)c1,0,x,x,0,x,-2,0.9,0,10,i
COc1ccc(CC(=O)Nc2ccc3c(c2)CCC3)cc1OC,13,-4,13,-3,-4,-7,x,-2,4,i
Cc1onc(-c2c(F)cccc2Cl)c1C(=O)N1C=CC(C(F)(F)F)=NCC1,-1,0,31,-2,5,6,x,-2,-1,-0.7
Cc1cc(C)n2nc(SCc3cc(=O)oc4ccc5ccccc5c34)nc2n1,-6,4,4,-2,0,9,x,-12,5,0.3
CCc1nn(C(CC)C(=O)NCCc2ccc(OC)cc2OC)c(=O)c2cc3occc3n12 (stereo unspecified),1,11,6,24,1,4,1.4,13,-17,-3.7
COc1cc2c(C#N)c(N3CCCC3)nc(N)c2c(N)n1,-6&3,-5,16,2&0,0&-10,-5&-32,-1.7&0.7,13,90*!,2.1&2.2
CCOCCCn1c(=N)c(C(=O)NCc2ccc3c(c2)OCO3)cc2c(=O)n3ccccc3nc21,-42,-3,29,x,x,3,x,x,x,x
CCOC(=O)C1CCCN(CCC(=O)Nc2ccc(Br)cc2)C1 (stereo unspecified),0,7,12,4,1,-1,1.5,-1,-2,0.7
C/C(CCC1CC(C)(C)OC1=O)=N\NC(N)=S (stereo unspecified),6,-3,9,5,2,1,2.1,x,-5,0.5
CCONC(=NC)c1nonc1N,10,1,-11,-8,1,-19,-0.2,-15,-3,i
Cc1cc(=O)[nH]c(N/N=C/c2cccc([N+](=O)[O-])c2)n1,-14,3,-7,x,7,-20,0.4,x,x,x
CCC(C)NC(=O)Cn1c(=O)n(CCCCC(=O)NCc2ccco2)c(=O)c2ccccc21 (stereo unspecified),0,0,8,-13,-7,12,x,-21,-7,7.1
CCN(CC)S(=O)(=O)c1ccc(C)c(NC(=S)N2CCN(C/C=C/c3ccccc3)CC2)c1,5,2,11,36,-9,6,0.5,-4,2,-0.4
CN(C)C(CNC(=O)c1cccnc1Sc1ccccc1)c1ccco1 (stereo unspecified),-4,0,13,-2,-7,-4,x,-15,0,i
Cc1ccc(C(C(=O)NCc2ccccc2)N(C(=O)c2csnn2)C2CC2)cc1 (stereo unspecified),3,3,2,5,1,-2,1.1,0,1,-4.8
O=C(NC(=S)Nc1ccc(S(=O)(=O)N2CCCC2)cc1)C1CC1,1,2,8,13,-3,8,1.6,1,-17,-0.4
CCn1c(SC(C)C(=O)NCC2CCCO2)nc2scc(-c3ccccc3)c2c1=O (stereo unspecified),-10,x,x,17,-2,-1,1.2,-8,-3,-0.7
COc1ccc(CCN2CC(C(=O)NC3CCCCC3)CC2=O)cc1OC (stereo unspecified),-2,2,4,1,5,-4,0.0,1,5,i
C[C@]12CCC3C(CC[C@H]4[C@H](O)[C@H](O)CC[C@]34C)C1CCC2=O (stereo partly specified),-2,x,x,8,x,8,7.5,-11,1,0.0
COc1ccc(Cl)cc1NC(=O)c1cc(-c2ccco2)on1,0,2,31,-2,-9,16,-0.6,-19,-3,-0.6

# Reprinted from the part before: 3 entries, followed by the next part.
SMILES,PrPC surface inh,SARS 3CLpro inh,VHR inh abs,Yp Topo-I inh,Rv3671c protease,CCHF vOTU inh,TcdB inh,PriA SSB inh,MazF activator,Vc quorum ag
COc1ccc(CCN2CC(C(=O)NC3CCCCC3)CC2=O)cc1OC (stereo unspecified),-2,2,4,1,5,-4,0.0,1,5,i
C[C@]12CCC3C(CC[C@H]4[C@H](O)[C@H](O)CC[C@]34C)C1CCC2=O (stereo partly specified),-2,x,x,8,x,8,7.5,-11,1,0.0
COc1ccc(Cl)cc1NC(=O)c1cc(-c2ccco2)on1,0,2,31,-2,-9,16,-0.6,-19,-3,-0.6
CCN(CC)c1ccc(/C=C2/C(=O)ON=C2C)cc1,-10,0,21,-3,-4,6,4.3,-4,-104,0.5
CCOc1ccc(C2(C)NC(=O)N(CCN(C)C)C2=O)cc1 (stereo unspecified),-1,2,-8,-17,7,-19,1.5,-2,3,-0.9
CN(C(=S)Nc1ccc(F)cc1)C1(c2ccccc2Cl)CCCCC1=O (stereo unspecified),3,-2,24,-13,4,0,x,-2,-1,-0.3
CC1CCCN(C(=O)CCNC(=O)Cn2cnc3ccccc3c2=O)C1 (stereo unspecified),-8,5,36,7,2,3,0.4,-1,7,-0.3
O=C(Nc1cccc2ccccc12)N1CCc2ccccc2C1,-2,2,9,8,-13,-6,6.8,-1,2,-1.2
C=CCn1c(=NC(=O)c2cccc(N3C(=O)CCC3=O)c2)sc2cccc(OC)c21,4,-2,21,19,-11,-1,2.0,-3,5,-0.3
Cc1cc(NC(=O)CSCc2nc(-c3cccc(Cl)c3)oc2C)no1,-4,6,-11,0,-3,-2,1.1,-11,-1,-0.4
CC1CC(C)CN(C(=O)c2cccc3c2-c2ccccc2C3=O)C1 (stereo unspecified),-5,5,-15,0,2,-4,0.0,-1,2,-0.7
CCOC(=O)C(=CNc1cc(C)nn1-c1ccc(C)cc1)C(=O)OCC,5,0,2,2,4,30*,x,-11,1,i
O=C(O)c1occc1CSc1ccccc1,0,-1,-17,2,3,-11,0.8,-6,8,-3.1
CC(C)CC(=O)NN(C)c1nc(-c2ccccc2)nnc1C(F)(F)F,-3,-3,20,-5,2,5,x,-14,7,-5.9
O=C(COC(=O)c1cccnc1Cl)Nc1cc(S(=O)(=O)N2CCCCCC2)ccc1Cl,1,x,x,13,x,-2,2.3,-7,10,1.0
CCOC(=O)C1CCCN(c2cc(=O)n(Cc3ccc(F)cc3)c(=O)[nH]2)C1 (stereo unspecified),-2,-1,-3,-1,0,2,x,-4,2,0.9
CNc1nc(N)c([N+](=O)[O-])c(Nc2cccc(Cl)c2)n1,3,-3,2,0,-6,7,0.4,-12,2,-0.5
CC(C#N)Sc1nnc(Nc2ccccc2)s1 (stereo unspecified),1,4,29,4,5,-17,-1.6,-11,2,-0.2
CC(=O)c1cccc(NC(=O)CN(C)S(=O)(=O)c2ccc3c(c2)CCC(=O)N3)c1,x,-4,-14,-2,2,x,x,-11,4,-0.3
COC(=O)c1cc2c(=O)c3ccccc3oc2nc1/C=C/N(C)C,-15,1,20,4,x,-14,1.2,-40,85*,-1.1
CC(C)(C)c1cc(C(=O)NCc2ccccc2)ccn1,7,3,3,0,-3,2,x,-12,3,i
COc1ccc(N2CCN(CCNC(=O)CCNS(=O)(=O)c3cccs3)CC2)cc1,-5,-7,14,-2,1,10,x,4,4,0.5
CC1CC(C)CN(CCCNC(=O)c2nn(C)c3c2CS(=O)(=O)c2ccccc2-3)C1 (stereo unspecified),-2,-3,39,-8,8,9,-4.3,-7,4,-0.4
CC(=O)N1CCN(C(=O)c2cccc(S(=O)(=O)Nc3ccc(C)cc3)c2)CC1,0,4,1,4,7,-2,x,-8,-2,2.1
COC(=O)[C@@H]1C[C@@]2(O)[C@H](O)[C@H](O)[C@H](O)C[C@H]2N1Cc1ccccc1OS(=O)(=O)c1ccc(C)cc1,1,x,15,-2,-2,-4,1.0,-16,-1,i
Cc1ccc(-c2noc(CCC(=O)NCCCN3CCN(c4cccc(Cl)c4)CC3)n2)cc1,-5,1,23,-15,7,18,x,0,2,-0.6
CCOC(=O)N=S(=O)(Oc1ccc([N+](=O)[O-])cc1)c1ccc(Cl)cc1 (stereo unspecified),-4,0,22,2,4,0,x,17,-5,i
CC(=O)Oc1ccc(C(=O)NC(C)CCc2ccccc2)cc1 (stereo unspecified),8,-3,13,5,2,-8,-0.3,-29,5,i

# As entered above:
# `CC1CC(C)CN(CCCNC(=O)c2nn(C)c3c2CS(=O)(=O)c2ccccc2-3)C1` (stereo unspecified) in TcdB inh is listed with -4.3
# `CN(C(=S)Nc1ccc(F)cc1)C1(c2ccccc2Cl)CCCCC1=O` (stereo unspecified) in MazF activator is listed with -1
# `CCOC(=O)N=S(=O)(Oc1ccc([N+](=O)[O-])cc1)c1ccc(Cl)cc1` (stereo unspecified) in VHR inh abs is listed with 22
# `CCOC(=O)C1CCCN(c2cc(=O)n(Cc3ccc(F)cc3)c(=O)[nH]2)C1` (stereo unspecified) in Yp Topo-I inh is listed with -1
# `O=C(COC(=O)c1cccnc1Cl)Nc1cc(S(=O)(=O)N2CCCCCC2)ccc1Cl` in CCHF vOTU inh is listed with -2
# `COC(=O)c1cc2c(=O)c3ccccc3oc2nc1/C=C/N(C)C` in TcdB inh is listed with 1.2
# `C=CCn1c(=NC(=O)c2cccc(N3C(=O)CCC3=O)c2)sc2cccc(OC)c21` in CCHF vOTU inh is listed with -1

# Further records.
SMILES,PrPC surface inh,SARS 3CLpro inh,VHR inh abs,Yp Topo-I inh,Rv3671c protease,CCHF vOTU inh,TcdB inh,PriA SSB inh,MazF activator,Vc quorum ag
O=C(NCc1cccnc1)c1ccc(CS(=O)(=O)c2ccc(Cl)cc2)o1,-7,-2,-12,-3,2,-2,x,-16,-2,8.3
Cc1ccc(C(=O)CSc2nnc(CNc3ccc(F)cc3)o2)cc1,3,1,16,-3,-2,-1,0.8,-4,-19,-0.4
CCOc1cc(Br)ccc1S(=O)(=O)N1CC(C)OC(C)C1 (stereo unspecified),9,4,44,6,-1,-8,0.1,-11,-7,-0.2
COc1ccc(Oc2ncccc2NC(=O)c2cccc(C)c2C)cc1,4,4,5,4,0,4,0.0,-13,6,-0.8
N#CCCN(Cc1cccnc1)S(=O)(=O)c1ccc(S(=O)(=O)NC2CCCCC2)cc1,-4,1,-6,33,4,-31,x,7,-4,-11
O=C(Nc1nnc(Cc2c[nH]c3ccccc23)s1)c1ccc(Cl)cc1Cl,9,4,6,-8,-14,11,-1.6,4,-4,-0.2
CCCN(C(=O)c1ccccc1Cc1ccccc1)C1CCS(=O)(=O)C1 (stereo unspecified),-3,x,x,-2,-8,-4,2.0,-1,2,i
COc1ccc(S(=O)(=O)N2CCC(C(=O)N[C@@H](C)C(=O)NCc3ccccc3OC)CC2)cc1,3,-6,11,12,3,2,0.3,-6,2,-0.2
COc1ccc(CCNc2nc(-c3cccc(NC(C)=O)c3)cs2)cc1OC,8,-3,12,12,-1,12,2.7,-2,3,-0.3
COc1cc(CN(C)Cc2ccccc2)cc(OC)c1O,0,1,22,1,3,8,x,10,2,5.0
C[C@H](CO)N1C[C@H](C)[C@@H](CN(C)C(=O)NC2CCCCC2)Oc2c(NC(=O)Cc3ccccc3)cccc2C1=O,-7,x,x,7,-4,-2,-0.6,-2,1,i
COc1cccc(CN(C)C(=O)c2cccc(OC3CCN(C4CCCC4)CC3)c2)c1,5,-3,28,13,-5,6,0.2,1,2,-0.2
CCN1C(=O)[C@H]2[C@@H](c3ccc(OC)cc3)N3C(=O)CN(Cc4ccccc4)C(=O)[C@@]3(Cc3ccccc3)[C@H]2C1=O,4,-4,28,5,-1,17,-3.2,-2,-2,i
COc1ccc(OCC(=O)N/N=C(\C)c2ccc(OC)cc2)cc1,1,-3,13,3,10,-11,0.0,x,0,i
